From PubChem BioAssay
All columns: NCI-60 one-dose screen, growth in % after 48 h at 10 µM unless noted; 100 = growth as untreated, 0 = no growth, -100 = all killed.
EKVX – EKVX NSCLC; actives 3% (n = 71,000); AID 1794765
CCRF-CEM – CCRF-CEM leukemia | AID 1794778 | actives 7% (n = 77,000)
SK-MEL-5 – SK-MEL-5 melanoma; AID 1794755; actives 6.4% (n = 80,000)
HOP-92 – HOP-92 NSCLC cells; actives 6.3% (n = 71,000); AID 1794738
SK-MEL-28 – SK-MEL-28 melanoma; actives 4.1% (n = 81,000)
M14 – M14 melanoma. actives 6.2% (n = 80,000)
HOP-62 – HOP-62 NSCLC; actives 3.9% (n = 80,000); AID 1794735
A549/ATCC – A549/ATCC NSCLC | actives 3.7% (n = 81,000) | AID 1794740
Numbers without * were called inactive; x = not tested or not shown; & = joins results of further samples. How the source made its calls: active means growth percent below 10; inactive means the rest.

SMILES	EKVX	CCRF-CEM	SK-MEL-5	HOP-92	SK-MEL-28	M14	HOP-62	A549/ATCC
CCOC(=O)C1C(=O)Nc2nc3ccccc3n2C1c1ccco1 (stereo unspecified)	x	x	95.4	80.6	110.7	105.2	115.2	100.1
CCCOC(=O)n1cccc1	99.7	99.2	109.1	97.0	115.9	100.6	94.3	96.8
C#Cc1ccc(-n2c(/C=C/c3cc(OC)c(OC)c(OC)c3)nc3ncccc3c2=O)cc1	x	55.9	9.7*	6.3*	77.6	71.9	66.2	44.1
Cn1cc(CNc2nc3ccc(OC/C(=C/F)CN)cc3o2)ccc1=O	98.4	107.2	104.1	107.5	99.4	x	109.2	108.1
C(=C\c1ccncc1)/c1ccncc1	104.9	100.6	100.5	87.9	103.7	104.5	101.5	96.5
CCN(CC)C(C)C(=O)c1ccc2cc(Br)c3ccccc3c2c1 (stereo unspecified)	83.9	94.4	86.7	78.2	95.2	89.3	78.1	96.4
CC(C)(C)C(=O)Nc1cc(NC(=O)C(C)(C)C)cc(C(=O)Nc2ccccc2)c1	x	99.9	107.5	95.5	107.7	100.9	102.3	107.0
CN(C)C=Nc1ccc(S(=O)(=O)c2ccc(N=CN(C)C)cc2)cc1	105.6	105.8	110.2	99.9	112.0	98.3	101.1	116.8
CCCn1c(N)c(C(=O)N/N=C(/C)c2cc3cccc(OC)c3o2)sc1=S	97.5	62.8	86.6	87.9	85.4	69.2	104.6	37.7
CC(=O)OCC(=O)[C@@]1(O)CC[C@H]2[C@@H]3C[C@H](C)C4=CC(=O)C=C[C@]4(C)[C@H]3[C@@H](O)C[C@@]21C	86.1	56.4	103.3	65.4	108.8	100.9	76.1	67.4
Cc1[nH]c(N)nc(=S)c1CCCNc1ccc(C(=O)NC(CCC(=O)O)C(=O)O)cc1 (stereo unspecified)	100.7	84.3	106.1	97.1	106.9	101.9	100.9	107.9
CC1(C)CC(=O)c2cnc(Nc3ccc(S(N)(=O)=O)cc3)nc2C1	104.1	99.8	97.3	120.1	100.8	x	101.6	103.3
Br/C(=C(\Br)c1ccccc1)c1ccccc1	129.1	96.4	104.7	85.8	108.9	111.8	101.3	99.5
CC1(C)CC(=O)c2c(ccc(C(=O)C[C@@H](N)CO)c2N)O1	80.7	13.0	29.4	82.7	17.0	-37.5*	2.0*	15.3
NC(N)=N/N=C/c1ccc(-c2ccc(-c3ccc(Cl)cn3)s2)cc1	98.9	29.7	91.6	58.3	99.2	94.7	93.8	71.4
COc1ccc(-c2nc(SCC(=O)c3ccc(Cl)c(Cl)c3)[nH]c(=O)c2C#N)cc1	103.2	103.6	105.2	103.3	113.6	103.3	98.4	103.5
CC(C)[C@H]1CC[C@H]2[C@@H](CC[C@H]3[C@](C)(CN)CCC[C@]23C)C1	68.5	48.3	99.5	x	102.0	93.0	56.3	87.0
CC1([N+](=O)[O-])COC(c2ccccc2)OC1 (stereo unspecified)	104.6	102.4	108.1	103.5	112.4	102.7	98.4	97.9
Cc1cccc(NC(=S)NCCc2ccccn2)c1	107.3	98.8	102.4	98.6	106.9	96.6	111.7	105.2
CC(C)(C)OC(=O)NOC(=O)C(C)(C)C	111.2	101.3	105.3	82.1	110.6	107.0	102.6	92.1
O=P(O)(O)c1ccccc1Cl	98.5	98.7	102.1	109.3	101.7	103.2	90.5	108.1
COc1c(B(O)O)cc(F)cc1-c1nc2ccc3[nH]ncc3c2c2c1CCCC2	10.2	10.9	17.1	19.7	21.3	28.3	16.1	15.0
CN(C)CC(=O)c1ccc2cc(Cl)c3ccccc3c2c1	99.2	93.8	95.6	86.7	111.3	102.9	88.5	98.1
CCCC1CCCCN1C (stereo unspecified)	117.3	92.2	94.2	85.8	101.1	100.7	109.0	98.8
CCCCCCCCC/C(=N\N=C(N)N)c1ccccc1	98.6	93.2	107.6	81.3	103.8	96.6	x	100.1
C[C@@H]1C[C@H]2C(=O)O[C@@H](C)[C@H](NC(=O)[C@H](Cc3cc(F)cc(F)c3)NC(=O)Nc3ccc(Cl)cc3F)C(=O)N3C[C@H](O)C[C@H]3C(=O)N3CCN(C)C[C@H]3C(=O)N[C@@H](C)C(=O)N2C1	69.8	53.7	64.6	37.8	41.3	72.9	47.8	53.6
CCOC(=O)c1cc(C(=O)c2cc(OC)cc(OC)c2)n2cnc(-c3ccc(Cl)cc3)cc12	111.3	83.2	100.5	96.1	112.9	96.6	102.6	93.8
CC(=O)Cc1ccc([N+](=O)[O-])cc1	x	94.7	100.1	90.2	108.9	115.0	x	101.2
CN1C(=O)N(C)C2C1NN=c1s/c(=C\c3ccco3)c(=O)n12 (stereo unspecified)	98.8	103.7	x	99.1	104.7	91.4	90.3	109.0
NS(=O)(=O)c1ccc(-n2nc(-c3ccc(Cl)cc3)c3ccccc3c2=O)cc1	82.5	70.3	90.3	80.9	116.9	103.0	92.6	87.5

Ordered by length of the SMILES (highest first): some entries from above
SMILES	EKVX	CCRF-CEM	SK-MEL-5	HOP-92	SK-MEL-28	M14	HOP-62	A549/ATCC
C[C@@H]1C[C@H]2C(=O)O[C@@H](C)[C@H](NC(=O)[C@H](Cc3cc(F)cc(F)c3)NC(=O)Nc3ccc(Cl)cc3F)C(=O)N3C[C@H](O)C[C@H]3C(=O)N3CCN(C)C[C@H]3C(=O)N[C@@H](C)C(=O)N2C1	69.8	53.7	64.6	37.8	41.3	72.9	47.8	53.6
CC(C)[C@H]1CC[C@H]2[C@@H](CC[C@H]3[C@](C)(CN)CCC[C@]23C)C1	68.5	48.3	99.5	x	102.0	93.0	56.3	87.0
COc1ccc(-c2nc(SCC(=O)c3ccc(Cl)c(Cl)c3)[nH]c(=O)c2C#N)cc1	103.2	103.6	105.2	103.3	113.6	103.3	98.4	103.5
NS(=O)(=O)c1ccc(-n2nc(-c3ccc(Cl)cc3)c3ccccc3c2=O)cc1	82.5	70.3	90.3	80.9	116.9	103.0	92.6	87.5
COc1c(B(O)O)cc(F)cc1-c1nc2ccc3[nH]ncc3c2c2c1CCCC2	10.2	10.9	17.1	19.7	21.3	28.3	16.1	15.0
NC(N)=N/N=C/c1ccc(-c2ccc(-c3ccc(Cl)cn3)s2)cc1	98.9	29.7	91.6	58.3	99.2	94.7	93.8	71.4
CC1(C)CC(=O)c2c(ccc(C(=O)C[C@@H](N)CO)c2N)O1	80.7	13.0	29.4	82.7	17.0	-37.5*	2.0*	15.3
CN(C)CC(=O)c1ccc2cc(Cl)c3ccccc3c2c1	99.2	93.8	95.6	86.7	111.3	102.9	88.5	98.1
CC1([N+](=O)[O-])COC(c2ccccc2)OC1 (stereo unspecified)	104.6	102.4	108.1	103.5	112.4	102.7	98.4	97.9
CCCCCCCCC/C(=N\N=C(N)N)c1ccccc1	98.6	93.2	107.6	81.3	103.8	96.6	x	100.1
CC(C)(C)OC(=O)NOC(=O)C(C)(C)C	111.2	101.3	105.3	82.1	110.6	107.0	102.6	92.1
Cc1cccc(NC(=S)NCCc2ccccn2)c1	107.3	98.8	102.4	98.6	106.9	96.6	111.7	105.2
O=P(O)(O)c1ccccc1Cl	98.5	98.7	102.1	109.3	101.7	103.2	90.5	108.1
CCCC1CCCCN1C (stereo unspecified)	117.3	92.2	94.2	85.8	101.1	100.7	109.0	98.8

Next section.
SMILES	EKVX	CCRF-CEM	SK-MEL-5	HOP-92	SK-MEL-28	M14	HOP-62	A549/ATCC
O=C(CSc1nnc(-c2ccccc2)o1)Nc1nc(-c2ccccc2)cs1	96.5	85.3	98.8	75.0	96.5	94.2	76.5	88.1
CCOc1ccc(-c2cc(C(=O)Nc3ccc(C(C)=O)cc3)no2)cc1OCC	107.6	114.9	x	95.4	103.7	102.5	100.5	100.4
O=C(c1ccc(-c2ccc3[nH]c(=O)nc(-c4ccccc4)c3c2)cc1)N1CCOCC1	96.7	93.8	90.8	99.7	102.5	95.0	93.7	98.8
CC(=O)CC(C)=Nc1cccc(N=C(C)CC(C)=O)c1	133.7	92.6	99.7	93.5	102.9	111.2	121.7	95.4
CC(C)(C)NC(=O)N/C(N)=N/c1nc2ccccc2s1	49.3	69.4	42.2	83.6	115.3	87.8	84.8	76.3
CN(C)c1ccc(/C=C/C2NC(C(=O)Nc3ccc(-c4n[nH]c(=S)o4)cc3)CS2)cc1 (stereo unspecified)	103.2	100.3	98.7	99.5	110.3	98.0	105.3	95.1
C#CCOc1ccc(C(Nc2ccc(F)cc2)c2nnnn2C2CCCCC2)cc1 (stereo unspecified)	81.1	96.9	98.4	98.1	109.0	95.4	94.8	90.4
CCNC(=O)CCCC(=O)OC	99.0	94.2	108.4	x	110.5	107.0	121.4	98.6
CC[C@H](C)[C@@H]1NC(=O)[C@H](Cc2ccc(O)cc2)N(C)C(=O)[C@H](Cc2ccccc2)NC(=O)CN(C)C(=O)[C@@H]2CCCN2C(=O)[C@@H](Cc2ccccc2)N(C)C(=O)[C@H](CC(C)C)NC1=O	-3.6*	-8.0*	-67.2*	-3.1*	-43.8*	-69.4*	0.6*	2.1*
CCOC(=O)C1=C(C)NC(SCc2cc(=O)oc3ccc(OC)cc23)=N[C@@H]1c1cccc2ccccc12	106.9	101.7	96.5	67.7	92.9	87.1	68.8	87.0
COc1ccc2nc(-c3ccc(-c4noc(-c5ccccc5)n4)cc3)[nH]c2c1	97.3	x	100.5	86.7	109.7	96.7	104.2	96.1
O=c1c(-c2nc3ccccc3[nH]2)cc2ccccc2n1Cc1cn(Cc2ccc(F)cc2)nn1	31.4	23.4	6.7*	34.9	45.1	-20.7*	21.4	11.4
Cc1cccc2[nH]c(=O)cc(NNC(=S)Nc3ccccc3)c12	77.3	96.7	98.3	77.1	105.8	94.5	70.7	92.9
O=C1C(Cl)=C(NCCO)C(=O)c2ccccc21	102.3	119.9	55.9	x	118.2	106.0	91.7	101.0
COc1cc2c(cc1OC)C1=NN(C(=O)Nc3ccc(C)cc3C)C(c3ccncc3)C1C2 (stereo unspecified)	102.6	77.5	84.9	56.3	111.9	105.2	93.4	92.8
O=C(Nc1ccccc1)c1cccc(NC(=O)c2ccco2)c1	100.2	103.1	98.8	108.5	105.1	103.5	109.8	105.7
Cn1cc(CCn2cnc(-c3cnn(C)c3)c2-c2ccc(C#N)cc2)cn1	101.2	102.7	107.0	95.9	112.9	101.7	95.7	76.6
COC(=O)C1=C(C)Nc2ncnn2C1c1ccccc1 (stereo unspecified)	102.8	101.2	110.1	92.6	102.7	99.8	100.1	104.6
Cc1ccc(-c2nn(-c3ccccc3)cc2/C=C/C(=N/NC(N)=S)c2cc3ccccc3oc2=O)cc1	90.6	85.0	84.1	102.0	99.1	92.5	68.4	83.1
O=C(O)c1ccc(-n2cc(/C=N/Nc3ccc(Cl)cc3Cl)c(-c3ccccc3)n2)cc1	77.0	93.8	87.1	105.9	103.0	88.1	92.2	97.1
O=c1c(O)cccn1CCCNCCCN(CCCn1cccc(O)c1=O)CCCn1cccc(O)c1=O	93.0	147.4	104.8	x	115.7	103.3	105.9	105.3
OCc1ccc(-c2ccc(-c3ccc(CO)s3)o2)s1	99.9	41.5	60.6	x	x	87.6	67.1	19.8
NC(=O)Oc1ccc(Cc2ccccc2)cc1	103.7	88.4	95.7	82.4	96.8	105.7	112.6	100.6
CSc1cc(SC)nc(N)n1	102.4	103.6	109.5	86.8	113.1	114.3	107.6	94.5
c1ccc2c(c1)NC1(CCSCC1)n1nccc1-2	x	94.9	97.6	87.8	109.8	93.8	101.8	103.4
CSC(=S)Nc1ccc(Cl)cc1	91.4&94.5	98.9&106.3	101.5&97.9	94.5&96.0	115.8&104.5	94.5&106.3	97.4&99.8	89.4&93.2
CCOC(=O)C(Cc1ccc([N+](=O)[O-])cc1)N1C(=O)c2ccccc2C1=O (stereo unspecified)	x	91.9	94.1	97.5	105.7	103.9	102.6	95.4
O=c1c2ccccc2nc(COc2ccccc2)n1/N=C/c1ccc(N2CCCC2)cc1	88.0	78.2	62.4	75.5	100.2	101.0	108.4	92.2
CC/C=C\C[C@H](O)C/C=C1/C(=O)C=C[C@@]1(C)C/C=C\CCCC(=O)OC	104.4	108.0	x	99.6	x	100.8	104.0	88.6
Cc1cccc2cc(-c3cc4ccccc4[nH]3)/c(=N/C(=O)Nc3ccccc3)oc12	70.2	97.9	97.2	94.6	104.0	97.0	94.8	111.1
CN1CCN(c2ccc(Nc3ncc(C(N)=O)c(NCCCNC(=O)C4CCC4)n3)cc2)CC1	99.2	14.2	92.3	112.8	103.4	80.0	34.0	78.2
CCN(CC)Cc1cc(Nc2ccnc3cc(Cl)ccc23)ccc1OC	97.2	69.1	91.6	x	107.6	7.2*	88.0	89.6
Cc1c(O)cc(-c2cnc(N/N=C/c3ccccc3)s2)c(O)c1C	87.2	8.5*	85.8	92.6	92.2	95.9	107.2	94.1
O=C1CCC(c2c(O)cc(O)c3c(=O)c(O)c(-c4ccc(O)c(O)c4)oc23)N1 (stereo unspecified)	106.5	102.6	100.7	91.9	102.4	101.5	84.3	81.1
CC(O)c1cnc(/C=C2\SC(=S)N(Cc3ccco3)C2=O)s1 (stereo unspecified)	96.0	47.9	102.8	77.0	94.7	83.6	104.8	94.0
CCCCOCCOCCOc1ccc(C(=O)OC)cc1	105.6	87.5	107.3	x	117.1	110.4	97.0	101.7
COc1ccc2c(CCNC(=O)c3nnn(-c4ccccc4)c3C)c[nH]c2c1	102.6	81.0	93.6	87.0	117.0	102.3	99.6	96.0
COc1ccc(/C=C/C(=O)c2ccc(NC(=O)CSc3nc4c([nH]3)c(=O)n(C)c(=O)n4C)cc2)cc1OC	88.5	66.0	92.0	73.2	95.7	92.5	89.5	87.7
Cc1cc(C)c(O)c(CNCCCCCCNCc2cc(C)cc(C)c2O)c1	47.9	-19.9*	-91.8*	12.1	-82.6*	-79.9*	17.6	32.0
COc1cc(/C=C2/C(=O)Nc3ccc(Cl)cc32)ccc1OCc1ccccn1	73.0	97.6	96.3	100.2	115.1	100.5	94.4	102.5
COc1ccc(C(=S)N2CCN(c3ccccc3)CC2)cc1	98.8	93.2	92.8	87.8	98.4	101.2	107.4	115.0
